Compound activity: PubChem, National Center for Advancing Translational Sciences (NCATS)
VP16 counter: counter-screen for ROR gamma inhibitors: Gal4-VP16 reporter. Drosophila S2 Gal4-VP16 UAS-luciferase, luminescence, 20 h. Potency, µM (doses to about 53.6 µM), inactives show at the top dose activity, negative = inhibition, actives largely listed as inhibitors. actives 3.5% (n = 310,000);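 further: Gal4-VP16 expression switched on by copper sulfate through the metallothionein promoter; potency means the concentration at half of the fitted maximal effect; on the % scale 0 is the no-effect control and ±100 the full control effect; nearly all actives have a fitted effect of over 50% in size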
Rab9 promoter act: activators of Rab9 promoter | Potency, µM (top dose mostly 9.22 µM), inactives show top-dose activation, negative = inhibition, most hits filed as activators | Huh7 Rab9 promoter-luciferase reporter, luminescence, 24 h | AID 485297 | actives 2.8% (n = 320,000); further: potency means the concentration at half of the fitted maximal effect; % of control where 0% means no effect; nearly all actives have a fitted effect of over 60% in size
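Using Huh7 cells stably transfected with Rab9 promoter–luciferase, compounds were incubated 24 h at 37 °C, 5% CO2; luciferase luminescence was read 10 min after reagent addition.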
p53 reactivation: mutant p53 re-activation in reporter cells | actives 0.063% (n = 320,000) | Potency, µM (doses to about 92.2 µM), for the others: top-dose activity change, positive = activation, hits mostly activators | H1299 p53-A138V BP100-luciferase reporter, luminescence, 24 h; further: potency means the concentration at half of the fitted maximal effect; % of control where 0% means no effect; nearly all actives have a fitted effect of over 45% in size
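p53-null H1299 cells stably carrying temperature-sensitive p53-A138V and a BP100-luciferase reporter were pinned with compounds (4-point, 1:5 series) and held 24 hrs at 37 deg C. Luminescence was read 10 min after detection reagent.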
RORg inh: ROR gamma (mouse) transcription inhibition; P51450; Drosophila S2 Gal4-RORgamma UAS-luciferase reporter, 20 h; Potency, µM (top dose mostly 53.6 µM), inactives show top-dose activity change, negative = inhibition, most hits filed as inhibitors; actives 5.4% (n = 310,000); further: potency means the concentration at half of the fitted maximal effect; on the % scale 0 is the no-effect control and ±100 the full control effect; nearly all actives have a fitted effect of over 60% in size
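Schneider cells (Drosophila), stable Gal4 DBD–ROR gamma + UAS-luc; 1 hr cmpd preincubation; Cu2+ induction 700 uM final; 20 hr ambient; luminescence.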
BRCA1 expr up: activators of BRCA1 expression; MCF7-BRCA1-FFLuc reporter, luminescence, 48 h; response scale: scaled: vehicle 0%, 10 µM genistein 100%; Potency, µM (series often up to 46.1 µM), without a hit: at the highest dose activation, actives largely listed as activators; actives 1.1% (n = 380,000); AID 624202; further: potency means the concentration at half of the fitted maximal effect; nearly all actives have a fitted effect of over 80% in size; some results filed as inactive show a strong effect at the top dose
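MCF7-BRCA1-FFLuc cells, 2000/well in phenol-red-free MEM, attached 2 h then treated 48 h at 37 C. Luciferase luminescence read 15 min after reagent; normalized to genistein maximum activation (10microM) and DMSO, concentration-response fitted.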
Tb PFK inh: T. brucei PFK enzyme inhibition; T. brucei PFK, ADP-Glo luminescence; Potency, µM (series often up to 57.5 µM), inactives show at the top dose activity, negative = inhibition, hits mostly inhibitors; actives 0.17% (n = 330,000); AID 485367;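 further: potency means the concentration at half of the fitted maximal effect; 0% = uninhibited 1x PFK enzyme wells and -100% = no-enzyme wells; nearly all actives have a fitted effect of over 60% in size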
Target sequence (O15648 whole entry, looked up): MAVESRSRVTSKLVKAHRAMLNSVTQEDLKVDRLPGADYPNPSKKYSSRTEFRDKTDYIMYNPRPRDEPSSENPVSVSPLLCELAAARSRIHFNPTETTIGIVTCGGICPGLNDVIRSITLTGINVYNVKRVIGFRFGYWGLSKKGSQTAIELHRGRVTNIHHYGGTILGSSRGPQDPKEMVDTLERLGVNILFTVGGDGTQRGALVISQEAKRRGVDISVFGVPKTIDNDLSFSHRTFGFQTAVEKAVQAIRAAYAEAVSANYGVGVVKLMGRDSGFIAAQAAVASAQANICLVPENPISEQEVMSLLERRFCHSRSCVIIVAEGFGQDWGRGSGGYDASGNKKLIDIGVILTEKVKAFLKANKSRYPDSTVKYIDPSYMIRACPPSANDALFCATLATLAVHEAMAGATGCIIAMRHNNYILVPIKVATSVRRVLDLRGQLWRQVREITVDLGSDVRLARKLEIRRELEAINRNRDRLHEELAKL
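1.25 nM PFK with 0.5 mM F6P and 0.1 mM ATP in 0.1 M TEA pH 8.0, 5 mM MgCl2, incubated 45 min at room temperature; ADP measured by ADP-Glo luminescence; compounds titrated up to 57 uM.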
ELG1 repair inh: inhibitors of ELG1-dependent DNA repair in HEK293T cells; actives 2.3% (n = 330,000); Potency, µM (top dose mostly 46.1 µM), for inactives: at the top dose activity change, negative = inhibition, hits mostly inhibitors; HEK293T ELG1-luciferase reporter, luminescence, 16 h; DNA damage induced by 5-fluorouridine; AID 504467; further: potency means the concentration at half of the fitted maximal effect; on the % scale 0 is the no-effect control and ±100 the full control effect; nearly all actives have a fitted effect of over 55% in size
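Luminescence from the luciferase reporter, measured 30 min after ONE-Glo reagent at room temperature, was the read-out. Beforehand, 2,000 cells per well were exposed for 16 hr at 37 °C to 5-fluorouridine together with compound or vehicle.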
TRPV1 agonist: agonists of human vanilloid receptor 1 (TRPV1); Q8NER1; TRPV1-expressing cells, Fluo-8 calcium influx, agonist mode; activation, % at 8.33 µM; actives 0.19% (n = 320,000); AID 540275; in the data active means activation above about 80%; inconclusive means between about 30% and that limit; further: 0% is about no effect
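Fluo-8 calcium influx in TRPV1-expressing cells, kinetic read (ex 480/em 520 nm). Compound added and read 3 min for agonist activity, followed by capsaicin at EC20 final and 2 min further read for enhancement.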
FLuc counter: inhibits or activates purified firefly luciferase, miR-21 counter-screen; P08659; Potency, µM (top dose mostly 57.5 µM), for inactives: top-dose activity change, negative = inhibition, actives largely listed as inhibitors; purified FLuc, Km substrates, luminescence inhibition; actives 6.9% (n = 360,000); AID 588342;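 further: potency means the concentration at half of the fitted maximal effect; plate controls were vehicle for no effect and reference inhibitor for full effect; nearly all actives have a fitted effect of over 55% in size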
Target sequence (P08659 whole entry, looked up): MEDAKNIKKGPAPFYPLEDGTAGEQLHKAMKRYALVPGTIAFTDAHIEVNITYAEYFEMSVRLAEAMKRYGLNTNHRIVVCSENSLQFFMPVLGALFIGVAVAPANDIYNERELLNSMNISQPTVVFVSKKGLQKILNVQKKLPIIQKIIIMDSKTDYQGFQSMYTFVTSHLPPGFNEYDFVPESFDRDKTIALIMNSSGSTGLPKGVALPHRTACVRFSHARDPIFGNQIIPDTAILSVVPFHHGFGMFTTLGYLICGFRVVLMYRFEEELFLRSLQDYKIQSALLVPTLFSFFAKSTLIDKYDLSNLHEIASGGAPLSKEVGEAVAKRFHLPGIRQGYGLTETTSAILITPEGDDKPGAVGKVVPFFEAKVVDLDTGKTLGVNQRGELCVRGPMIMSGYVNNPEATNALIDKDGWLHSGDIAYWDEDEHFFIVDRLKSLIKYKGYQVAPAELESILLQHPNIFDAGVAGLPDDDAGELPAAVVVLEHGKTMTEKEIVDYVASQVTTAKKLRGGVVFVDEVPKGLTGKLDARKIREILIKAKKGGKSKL
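Biochemical qHTS of compounds, final roughly 60 µM downward over six points, against 10 nM purified firefly luciferase using Km concentrations of substrates (10 uM D-luciferin, 10 uM ATP) in Tris acetate pH 7.5 buffer; luminescence output.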
NPC1 promoter act: activators of NPC1 promoter; Huh7 NPC1 promoter luciferase reporter, 24 h; Potency, µM (titrated, usually from 9.22 µM), for the others: top-dose activation, hits mostly activators; actives 2.4% (n = 320,000);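 further: potency means the concentration at half of the fitted maximal effect; % of control where 0% means no effect; nearly all actives have a fitted effect of over 60% in size; reporter is driven by a mutant NPC1 promoter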
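In 1536-well qHTS, Huh7 cells harboring an NPC1 promoter–luciferase construct received compound for 24 h; activation was quantified by luminescence following luciferase reagent addition.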
ELG1 genotox: inducers of genotoxicity in HEK293T ELG1-luciferase cells. HEK293T ELG1-luciferase reporter, luminescence, 16 h. Potency, µM (series often up to 46 µM), for inactives: at the top dose activity change, positive = activation, actives largely listed as activators. actives 1.3% (n = 330,000); further: potency means the concentration at half of the fitted maximal effect; % of control where 0% means no effect; nearly all actives have a fitted effect of over 60% in size
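Cells (2,000/well) expressing the ELG1-luciferase fusion are dosed by pin tool and kept 16 hr at 37 °C, 5% CO2. Signal comes from ONE-Glo luciferase reagent after 30 min at room temperature.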
An asterisk follows results filed as active; u = inconclusive; x = no result given; & = joins results of further samples; [ ] = remark or other dose. Unless noted, the call rests on the fitted dose curve; in most records, active means well fitted curve in the direction sought with a large enough effect; inconclusive means small, poorly fitted or top-dose-only effect, or another doubt; inactive means no such curve, though single readings can be large; an effect the other way counts as inactive or inconclusive.

SMILES	VP16 counter	Rab9 promoter act	p53 reactivation	RORg inh	BRCA1 expr up	Tb PFK inh	ELG1 repair inh	TRPV1 agonist	FLuc counter	NPC1 promoter act	ELG1 genotox
Cc1ccc2ncccc2c1NC(=S)NC(=O)c1ccccc1	25%	0%	-3%	8.9µM*	-62%	5%	-28%	13	5%	0%	-4%
O=C(Nc1cccc(-c2nc3ccccc3[nH]2)c1)c1cccc(NC(=O)c2ccco2)c1	u	1%	-43%[inhibitor]	u	-87%[inhibitor]	-12%	u	3	u	19%	-23%
CC(C)(C)c1cc(NC(=O)Nc2ccc(Br)cc2Cl)no1	8%	9%	10%	-4%	5%	-4%	2%	0	-26%	2%	4%
COc1ccc(-c2noc(-c3ccccc3-c3ccccc3)n2)cc1	12%	-7%	-4%	16µM*	-19%	-1%	3%	18	u	0%	1%
O=C(CN1CCN(S(=O)(=O)/C=C/c2ccccc2)CC1)NCC(F)(F)F	15%	0%	0%	6%	-6%	5%	-2%	0	0%	-3%	0%
CC(C)c1ccc2[nH]c3c(c2c1)[C@@H]1CCN2C(=O)CCC[C@H](C3)[C@H]12	4%	20%	26%	u	12%	-1%	u	0	u	18%	6%
COC(=O)c1cc(C(=O)OCC(=O)Nc2ccc(N3CCOCC3)cc2)cc([N+](=O)[O-])c1	x	x	-5%	x	-2%	0%	u	x	x	x	4%
COc1ccc(CCNc2ccc(C(CC(N)=O)NC(=O)Cc3ccc(Br)cc3)cc2[N+](=O)[O-])cc1 (configuration not stated)	-14%	1%	0%	5%	-7%	3%	-6%	0	-1%	-4%	-2%
CCOC(=O)c1ccc(N2CSC3=C(C#N)C(c4cccs4)CC(=O)N3C2)cc1 (configuration not stated)	16%	-19%	3%	14%	27%	-15%	26%	x	-1%	0%	4%
O=C(NCCN1CCOCC1)c1cc2cc(Br)ccc2oc1=O	-2%	5%	0%	7%	-9%	-1%	9%	-3	13%	1%	7%
Cc1sc(NC(=O)/C=C/c2ccco2)c(C(=O)O)c1C	-29%	u	5%	-29%	2.2µM*	20%	u	-3	5.4µM*	u	u
COc1ccc(S(=O)(=O)N2CCN(C(=O)CC3CC4CCC3C4)CC2)cc1 (configuration not stated)	x	-4%	4%	x	7%	0%	8%	25	7%	0%	-2%
C/C(O)=C(/C#N)c1nc2ccccc2[nH]1	u	2%	3%	7.9µM*	8%	3%	-1%	2	4%	0%	-6%
CCOc1ccc(NC(=S)NC(C)CCc2ccccc2)cc1 (configuration not stated)	7.1µM*	-8%	-3%	2.5µM*	-35%	10%	u	25	0%	1%	-8%
Cc1ccc(S(=O)(=O)Nc2nc3cc(C)c(C)cc3[nH]2)cc1	-19%	-6%	-1%	-8%	0%	0%	-19%	-5	2%	-1%	-1%
CC1CC(C)CN(S(=O)(=O)c2ccc(F)c(C(=O)Nc3ccc(Cl)cc3F)c2)C1 (configuration not stated)	12%	-3%	-2%	-19%	14%	1%	9%	-4	0%	-2%	13%
C(=N\N1CCN(Cc2cccc3ccccc23)CC1)/c1ccco1	15%	5%	5%	23%	-8%	4%	12%	8	u	2%	3%
CCN(CC)S(=O)(=O)c1ccc2c(c1)nc(SCc1nc3ccsc3c(=O)[nH]1)n2CC	4%	-5%	-9%	15%[10 µM]	0%	2%	-30%	-3	-17%	0%	5%
O=C(O)CCCNC(=O)C(c1ccccc1)c1ccccc1	-8%&3%	-20%&0%	26%&-8%	-4%	3%&2%	-4%&-5%	7%&1%	-4&-4	1%&6%	-4%&0%	1%&0%
CCC(=O)c1ccc(OCC(=O)O)cc1	1%	1%	-3%	-3%[10 µM]	-7%	-3%	-1%	-2	-4%	1%	1%
CCN(CC)c1ccc(NC2CC(=O)N(CCc3ccc(OC)cc3)C2=O)cc1 (configuration not stated)	2%	2%	9%	-28%	-23%	14%	-1%	11	-20%	-6%	-1%
C=C(C)C1CC=C(C)/C(=N/NC(=O)COc2ccccc2C)C1 (configuration not stated)	2%	2%	6%	u	-17%	5%	-29%	u	-1%	-3%	-5%
O=S(=O)(NCCN1CCCC1)c1cccc2cccnc12	-7%	-15%	3%	-15%	0%	0%	15%	x	1%	-6%	0%
CCOC(=O)N1CCC(NC(=O)c2oc3c(c2C)-c2[nH]ncc2CC3)CC1	7%	-3%	-2%	0%	-22%	-6%	-17%	-5	2%	2%	2%
O=C(c1ccc(=O)[nH]c1)N(Cc1ccco1)C1(C(=O)NC2CCCC2)CCCCC1	7%	2%	1%	-12%	-6%	-3%	24%	-1	4%	4%	-8%

Reformatted in CSV form: entries from further up.
SMILES,VP16 counter,Rab9 promoter act,p53 reactivation,RORg inh,BRCA1 expr up,Tb PFK inh,ELG1 repair inh,TRPV1 agonist,FLuc counter,NPC1 promoter act,ELG1 genotox
C=C(C)C1CC=C(C)/C(=N/NC(=O)COc2ccccc2C)C1 (configuration not stated),2%,2%,6%,u,-17%,5%,-29%,u,-1%,-3%,-5%
C(=N\N1CCN(Cc2cccc3ccccc23)CC1)/c1ccco1,15%,5%,5%,23%,-8%,4%,12%,8,u,2%,3%

New compounds follow
SMILES	VP16 counter	Rab9 promoter act	p53 reactivation	RORg inh	BRCA1 expr up	Tb PFK inh	ELG1 repair inh	TRPV1 agonist	FLuc counter	NPC1 promoter act	ELG1 genotox
CC(=O)c1cc(CN2CCCCC2)cc(OC(C)C)c1	6%	-3%	1%	2%	-9%	2%	8%	1	4%	-2%	-2%
COc1ccccc1-n1cc(-c2ccc(C)cc2)[nH]c1=S	7.1µM*	-1%	4%	2.8µM*	-66%	1%	u	1	-14%	-22%	-8%
COc1ccc(C2Oc3ccccc3C3=C2C(c2cccs2)n2ncnc2N3)cc1 (configuration not stated)	2.5µM*	-12%	-7%	u	-95%[inhibitor]	-3%	u	u	3%	-7%	-3%
CC1(C)Cc2c(sc3nc(=S)[nH]c(N)c23)CO1	18µM*	0%	-30%	u	x	-20%	21%	-1	-13%	0%	6%
Cc1cccc(C)c1NC(=O)COC(=O)CCc1ccc(S(=O)(=O)N2CCCCC2)cc1	-2%	-2%	16%	u	-18%	3%	u	-11	-1%	-4%	0%
COc1ccc(-c2cc(C(=O)Nc3ccc(S(=O)(=O)Nc4onc(C)c4C)cc3)c3ccccc3n2)cc1	3%	-3%	1%	37%	2%	4%	u	-2	9.5µM*	2%	2%
Cn1c(=O)n(C)c2cc(/C=N/NC(N)=S)ccc21	-11%	-3%	-5%	-35%	23%	1%	u	2	0%	-1%	u
O=C(c1ccccc1F)N1CCN(S(=O)(=O)c2ccc(S(=O)(=O)N3CCCCC3)cc2)CC1	3%	-3%	-2%	-1%[10 µM]	-1%	-1%	-8%	1	5%	0%	-4%
Cc1ccc(NC(=O)CN2C(=O)N/C(=C\c3cccnc3)C2=O)cc1	0%	-1%	-4%	-3%	-33%	0%	u	2	-2%	-8%	12%
CC(=O)c1ccc(OC(C)C)c(CSC(=N)N)c1	-10%	-14%	7%	u	-15%	0%	9%	0	-2%	-7%	-5%
CCn1c(SCC(N)=O)nnc1-c1ccc(OC)c(OC)c1	-10%	5%	6%	-16%	-12%	-4%	u	-1	1%	2%	15%

Structural class: the compounds so far containing a halogen
SMILES	VP16 counter	Rab9 promoter act	p53 reactivation	RORg inh	BRCA1 expr up	Tb PFK inh	ELG1 repair inh	TRPV1 agonist	FLuc counter	NPC1 promoter act	ELG1 genotox
CC(C)(C)c1cc(NC(=O)Nc2ccc(Br)cc2Cl)no1	8%	9%	10%	-4%	5%	-4%	2%	0	-26%	2%	4%
O=C(CN1CCN(S(=O)(=O)/C=C/c2ccccc2)CC1)NCC(F)(F)F	15%	0%	0%	6%	-6%	5%	-2%	0	0%	-3%	0%
COc1ccc(CCNc2ccc(C(CC(N)=O)NC(=O)Cc3ccc(Br)cc3)cc2[N+](=O)[O-])cc1 (configuration not stated)	-14%	1%	0%	5%	-7%	3%	-6%	0	-1%	-4%	-2%
O=C(NCCN1CCOCC1)c1cc2cc(Br)ccc2oc1=O	-2%	5%	0%	7%	-9%	-1%	9%	-3	13%	1%	7%
CC1CC(C)CN(S(=O)(=O)c2ccc(F)c(C(=O)Nc3ccc(Cl)cc3F)c2)C1 (configuration not stated)	12%	-3%	-2%	-19%	14%	1%	9%	-4	0%	-2%	13%
O=C(c1ccccc1F)N1CCN(S(=O)(=O)c2ccc(S(=O)(=O)N3CCCCC3)cc2)CC1	3%	-3%	-2%	-1%[10 µM]	-1%	-1%	-8%	1	5%	0%	-4%
